Cneo AK release = causes C. neoformans cell lysis; 0.2% of 360,000 active; AID 651654; lysis activity, % at 15 µM; adenylate kinase release luminescence, 4 h; normalised: neutral wells 0, clomiphene wells 100;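 active means mean lysis activity across replicates of at least 80%, whatever share of replicates individually reach that level; inactive means mean lysis activity below 80%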
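Assay system: log-phase C. neoformans yeast / Quantity: yeast cell density of 5 × 10^6 cells/mL / Medium: fresh YPD growth medium / Compound: single dose / Timing: static 4 h at 37 °C with compound, 1 h detection / Measured by: adenylate kinase release luminescence / Read-out: lysis from increased AK signal / Benchmarks: Clomiphene as positive lysis control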
SIRT5 inh = inhibitors of human sirtuin-5 desuccinylase; inhibition, % at 15 µM; Purified SirT5, succinyl-peptide AMC, trypsin-coupled fluorescence; Q9NXA8; 1.1% of 330,000 active; in the data active means inhibition above about 15%
LGR2 antag = inhibitors of bursicon-induced Drosophila LGR2 receptor cAMP signaling. 0.35% of 380,000 active. AID 720647. inhibition, % at 9.99 µM. HEK293 LGR2, CRE-luciferase, bursicon-stimulated, 4 h;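 active means drop in luminescence signal, shown as inhibition above about 50% in the replicate tests, limit read from the data, passing the limit was not always enough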;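 further: agonist challenge used bursicon conditioned medium at about half maximal strength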
ERAP1 HTS inh = ERAP1 (human) enzyme inhibition | inhibition, % at 10.7 µM | Q9NZ08 | AID 652197 | recombinant ERAP1, Leu-AMC fluorescence, 60 min | 0.15% of 340,000 active;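 active means mean replicate inhibition of at least 30%, or all replicates individually reaching that 30% level; inactive means mean below 30% and not every replicate reaching it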;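 further: 0% = neutral control wells and 100% = L-leucinethiol positive control wells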
Target sequence (Q9NZ08 whole entry, looked up): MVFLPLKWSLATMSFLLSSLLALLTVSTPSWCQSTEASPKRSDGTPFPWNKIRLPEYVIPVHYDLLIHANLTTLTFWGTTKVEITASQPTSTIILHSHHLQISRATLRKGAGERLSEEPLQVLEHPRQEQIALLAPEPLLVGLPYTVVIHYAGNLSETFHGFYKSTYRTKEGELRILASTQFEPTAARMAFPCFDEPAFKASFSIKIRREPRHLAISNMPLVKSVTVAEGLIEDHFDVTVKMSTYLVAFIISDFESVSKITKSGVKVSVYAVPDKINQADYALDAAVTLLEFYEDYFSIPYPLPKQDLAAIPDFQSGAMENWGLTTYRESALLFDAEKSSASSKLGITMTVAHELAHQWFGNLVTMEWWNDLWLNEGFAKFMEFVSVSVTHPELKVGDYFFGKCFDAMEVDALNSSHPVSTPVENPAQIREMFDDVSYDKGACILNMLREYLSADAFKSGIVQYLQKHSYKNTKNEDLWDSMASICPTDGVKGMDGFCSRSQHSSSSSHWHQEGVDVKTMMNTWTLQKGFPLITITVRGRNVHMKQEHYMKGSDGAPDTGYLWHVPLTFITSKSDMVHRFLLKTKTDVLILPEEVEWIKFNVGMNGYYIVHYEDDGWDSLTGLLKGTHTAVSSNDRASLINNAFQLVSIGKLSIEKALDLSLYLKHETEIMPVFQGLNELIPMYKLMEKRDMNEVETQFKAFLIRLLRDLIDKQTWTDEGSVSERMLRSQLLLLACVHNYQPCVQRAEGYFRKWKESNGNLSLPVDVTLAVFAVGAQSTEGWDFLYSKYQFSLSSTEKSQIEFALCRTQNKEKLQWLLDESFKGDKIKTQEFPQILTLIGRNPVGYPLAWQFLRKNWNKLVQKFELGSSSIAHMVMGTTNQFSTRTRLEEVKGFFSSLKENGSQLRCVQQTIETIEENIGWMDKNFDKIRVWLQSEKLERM
XiGFP reactiv = reactivates the inactive X chromosome in mouse fibroblasts; XiGFP mouse fibroblasts, % GFP-positive cells imaging, 3 d; cells co-treated with 5-aza-dC sensitizer; scaled so ellipticine positive control = 100%; activation, % at 7.58 µM; 0.055% of 360,000 active; AID 743238;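 active means mean normalized replicate activation at least 10% and every replicate at or above 10%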;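 further: 0% = median of on-plate neutral control wells and 100% = ellipticine 6 µM median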
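assay system = SV40-immortalized XiGFP fibroblast cells, line 68-5-11 | buffer or medium = DMEM plus 5-aza-dC sensitizer | doses = single-point pinned compound dosing | times = 3-day compound exposure, then 15 min fixation at room temperature | benchmarks = positive control ellipticine, 6 µM final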
C2C12 statin = protects C2C12 myotubes from simvastatin toxicity; 0.78% of 330,000 active; ATP luminescence, 48 h; scaled: DMSO 0, geranylgeraniol control 100; rescue of ATP level, % at 7.49 µM;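 active means mean ATP rescue above about 67%, or every replicate alone reaching that limit, limit read from the data, passing the limit was not always enough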;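 further: myotubes were challenged with 10 µM simvastatin during compound exposure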
PGC1a acetyl inh = lowers PGC1a acetylation signal in U2OS cells; AlphaScreen anti-acetyl-lysine; with virally co-expressed GCN5 acetyltransferase; inhibition, % at 15.6 µM; 0.17% of 350,000 active;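 active means every replicate shows inhibition of at least 40%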;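 further: 0% = neutral control wells and 100% = positive control wells; some results beyond the cut were filed as inactive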
S100A4 MyoIIA = inhibitors of human S100A4 binding to myosin IIA peptide | AID 652163 | inhibition, % at 10.7 µM | 0.14% of 360,000 active | S100A4/TAMRA-MyoIIA peptide fluorescence polarization;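 active means mean inhibition of at least 70% across replicates, with every replicate also reaching that level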
Target sequence (P26447 whole entry, looked up): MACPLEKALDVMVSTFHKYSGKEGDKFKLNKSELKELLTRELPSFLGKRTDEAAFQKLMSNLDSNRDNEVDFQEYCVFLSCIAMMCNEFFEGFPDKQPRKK
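Assay system: human S100A4 monomer with TAMRA-labelled myosin IIA peptide / Buffer or medium: Calcium-containing HEPES buffer, pH 7.2 / Reagent: TAMRA-labelled myosin IIA heavy-chain peptide probe, 5 nM / Compound: one dose per compound / Timing: polarization read 5 min after assay mix addition, stable 5–60 min / Benchmarks: neutral control DMSO, positive control TFP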
An asterisk follows results filed as active; . = no result given; & = joins results of further samples. An excerpt (hit frequency here may not be typical).

SMILES | Cneo AK release | SIRT5 inh | LGR2 antag | ERAP1 HTS inh | XiGFP reactiv | C2C12 statin | PGC1a acetyl inh | S100A4 MyoIIA
COc1ccc(S(=O)(=O)N(C)C[C@H]2Oc3ccc(NS(=O)(=O)c4ccc(Cl)cc4)cc3CC(=O)N([C@@H](C)CO)C[C@@H]2C)cc1 | -2 | . | -3 | . | -0.6 | -13 | 5 | .
Nc1ccc2nc(SCc3cccc(F)c3)sc2c1 | -2 | -5 | -37 | 2 | 0.1 | 13 | -8 | 17
C[C@@H]1CN([C@H](C)CO)C(=O)c2cc(NS(=O)(=O)c3ccc(Cl)cc3)ccc2O[C@@H]1CN(C)C(=O)Nc1ccc2c(c1)OCO2 | 11 | -1 | -2 | -3 | -0.8 | 8 | 3 | 20
O=C(COC(=O)c1cccnc1Cl)Nc1cc(S(=O)(=O)N2CCCCC2)ccc1Cl | . | 1 | 2 | 1 | -0.1 | . | -3 | 4
COc1ccc(CN(C)CCCn2cnc3c(OC)ncnc32)cc1OC | 5 | -3 | -1 | -5 | 0.0 | 2 | 6 | 0
CC(=O)Nc1ccc(NC(=O)C(c2ccccc2)c2ccccc2)cc1 | -2 | 1 | 18 | 2 | 0.0 | 6 | 5 | 2
CC(=O)N[C@@H]1CC[C@H](CCNC(=O)Nc2ccc(C(F)(F)F)cc2)O[C@@H]1CO | -1 | 3 | -4 | 1 | 1.4 | -22 | 1 | -5
Cc1c(C(=O)Nc2nccs2)oc2ccc(Br)cc12 | -1 | . | -54 | 0 | -0.1 | -13 | -5 | -3
O=S(=O)(c1ccccc1F)N1[C@@H]2CNC[C@H]1C2c1ccc(/C=C/c2ccccc2)cc1 (some centres undefined) | . | 0&5 | 21&18 | 1&3 | 0.0&2.6 | . | . | -16&-22
O=C(Cc1coc2cc(O)ccc12)N1CCN(S(=O)(=O)c2ccc(Br)cc2)CC1 | -1 | -1 | -6 | 2 | 0.1 | 11 | 4 | -7
O=C(O)C[C@H]1C[C@@H]2c3cc(NC(=O)CC4CC4)ccc3O[C@@H]2[C@@H](CO)O1 | -6 | -5 | 6 | 0 | 0.1 | -11 | 10 | 3
Cc1cccc(C(=O)OCC(=O)c2c(N)n(CC(C)C)c(=O)n(C)c2=O)c1[N+](=O)[O-] | . | 1 | 0 | 1 | 0.4 | . | . | 1
COc1ccc2c(c1OC)C(=O)N(c1ccc(C)cc1)C2=O | 5 | 3 | -12 | 3 | 0.0 | 1 | -9 | -1
O=C1CNC[C@H]2[C@@H](c3ccc(C#CC4CCCCC4)cc3)[C@@H](CO)N12 | . | 0 | -8 | -5 | 0.0 | . | 4 | -10
NC1=NC(=O)C(c2ccccc2)C(=O)N1 (centres undefined) | 6 | -10 | -12 | -2 | 0.2 | 5 | 7 | -1
CCOC(=O)C1(C)CCCCCN1C(=O)c1ccc(SC(F)(F)F)cc1 (centres undefined) | -4 | -1 | -3 | 0 | 0.0 | 9 | 8 | 1
O=c1[nH]c(=S)[nH]c2sccc12 | . | 1 | 5 | 50* | 0.3 | . | -20 | 6
CO[C@@H]1CN(C)C(=O)c2cc(NC(C)=O)ccc2OC[C@H](C)N(C(=O)c2ccccn2)C[C@@H]1C | 0 | 0 | 1 | 3 | -0.1 | 4 | 11 | 6
COc1ccc(S(=O)(=O)Nc2ccc3c(c2)C(=O)N([C@H](C)CO)C[C@@H](C)[C@H](CN(C)C(=O)CCC(F)(F)F)OCCCC[C@@H](C)O3)cc1 | 1 | 1 | 8 | 3 | 0.0 | . | -9 | -39
Cc1cccnc1CCNC(=O)CCc1nnc(CCc2ccccc2)o1 | -2 | -4 | -3 | -2 | -0.3 | 1 | -3 | 3

The closing 3 entries of the section before lead into the next.
SMILES | Cneo AK release | SIRT5 inh | LGR2 antag | ERAP1 HTS inh | XiGFP reactiv | C2C12 statin | PGC1a acetyl inh | S100A4 MyoIIA
CO[C@@H]1CN(C)C(=O)c2cc(NC(C)=O)ccc2OC[C@H](C)N(C(=O)c2ccccn2)C[C@@H]1C | 0 | 0 | 1 | 3 | -0.1 | 4 | 11 | 6
COc1ccc(S(=O)(=O)Nc2ccc3c(c2)C(=O)N([C@H](C)CO)C[C@@H](C)[C@H](CN(C)C(=O)CCC(F)(F)F)OCCCC[C@@H](C)O3)cc1 | 1 | 1 | 8 | 3 | 0.0 | . | -9 | -39
Cc1cccnc1CCNC(=O)CCc1nnc(CCc2ccccc2)o1 | -2 | -4 | -3 | -2 | -0.3 | 1 | -3 | 3
COc1ccccc1NC(=O)CSc1nnc(-c2ccccn2)o1 | 1 | -2 | -6 | -2 | 0.3 | 13 | . | -13
COc1ccc(CCNC(=O)C2COc3ccccc3O2)cc1OC (centres undefined) | -3 | -3 | -20 | 0 | 0.0 | 9 | 7 | -7
O=C(NNC(=O)c1ccc([N+](=O)[O-])cc1Cl)c1ccncc1 | -2 | . | 3 | . | 0.0 | -4 | 1 | .
Cc1cc(OC(=O)c2c(F)cc(F)cc2F)nc(C)n1 | . | -7 | 8 | -2 | 0.3 | . | . | 4
COc1cc(C(=O)OCC(=O)Nc2ccc(C)cc2)cc(OC)c1OC | -1 | 2 | -9 | -3 | 0.3 | 1 | 2 | 0
COc1ccccc1CNC(=O)[C@H](Cc1c[nH]c2ccccc12)NC(=O)[C@@H]1Cc2ccccc2CN1 | 17 | -1 | 0 | -1 | . | 7 | -7 | -15
CC1(C(=O)NS(=O)(=O)c2ccc(C#N)cc2)CCN1C(=O)C1(c2ccc(Cl)cc2)CC1 (centres undefined) | 4 | 0 | -19 | -2 | -0.1 | 6 | -2 | 4
COc1ccc(C(=O)Nc2cc(OC)cc3cccnc23)cc1 | -1 | -3 | -15 | 0 | 0.1 | -20 | . | -3
COc1cccc2sc(Nc3nc(-c4ccncc4)cs3)nc12 | . | -5 | 2 | -1 | 0.5 | . | -9 | -3
C[C@H](CO)N1C[C@H](C)[C@@H](CN(C)C(=O)CN(C)C)Oc2cc(C#Cc3ccc(F)cc3)ccc2S1(=O)=O | 1 | 0 | 4 | -1 | 0.2 | 21 | -26 | -17
CCCS(=O)(=O)NC(=O)C1(C)CCCN(C(=O)c2ccccc2C(F)(F)F)C1 (centres undefined) | 1 | 0 | 2 | 5 | 0.1 | 1 | 8 | 3
COc1cc(Cc2ccc(N)c(OC)c2)ccc1N | . | -3 | 13 | 0 | 0.3 | . | . | -1
O=C(Nc1ccccc1)c1nc[nH]c1C(=O)NCc1ccccc1 | 3 | . | . | 2 | 0.0 | 6 | . | -2
Cc1ccc(SCC(=O)n2nc(C)cc2C)cc1 | . | -3 | . | 2 | 0.0 | . | . | -5
COc1ccc(NS(=O)(=O)c2ccc3c(c2)NC(=O)CC(=O)N3)cc1OC | 1 | 0 | 12 | -1 | 0.0 | -15 | 0 | -2
COc1cccc(-c2ccc3c(c2)[C@H]2[C@H](CCN2C(=O)CN2CCOCC2)[C@@H](CO)N3)c1 | -6 | -1 | -20 | -3 | 0.1 | 1 | -17 | 1
O=C(O)c1ccc2c(c1)C(=O)N(c1ccc(C(=O)OCC(=O)c3ccccc3)cc1)C2=O | -5 | 0 | -57 | 4 | -0.1 | 3 | -5 | -3
Cc1ccc(S(=O)(=O)N(C)C[C@H]2Oc3c(NS(=O)(=O)c4ccccc4)cccc3C(=O)N([C@H](C)CO)C[C@@H]2C)cc1 | -4 | -6 | -14 | 1 | -1.2 | . | -10 | -13
Cc1ccc2nc(NC3=NC4(CCCC4)C4=C(CCCC4=O)N3)oc2c1 | 0 | 1 | 8 | 0 | -0.1 | -22 | 4 | 0
O=C(O)c1ccc(CNCc2cccc(OCc3ccc(F)cc3)c2)cc1 | -1 | -3 | 12 | 0 | 0.0 | -5 | . | 1

A few values from the list.
Under SIRT5 inh, Cc1cccc(C(=O)OCC(=O)c2c(N)n(CC(C)C)c(=O)n(C)c2=O)c1[N+](=O)[O-] has the entry 1
Under ERAP1 HTS inh, O=S(=O)(c1ccccc1F)N1[C@@H]2CNC[C@H]1C2c1ccc(/C=C/c2ccccc2)cc1 (some centres undefined) has the entry 1&3

Other results.
SMILES | Cneo AK release | SIRT5 inh | LGR2 antag | ERAP1 HTS inh | XiGFP reactiv | C2C12 statin | PGC1a acetyl inh | S100A4 MyoIIA
COc1ccc(CNC(=O)c2cc3c(c(-c4cccc(-c5cccc(C#N)c5)c4)n2)[C@@H](CCO)N([S@](=O)C(C)(C)C)C3)cc1 | 42 | 1 | -5 | 0 | 0.1 | -43 | -21 | -3
OCCC1CN(Cc2cccc(OC3CCCC3)c2)CCN1Cc1ccsc1 (centres undefined) | . | -4 | 2 | -7 | 0.1 | . | 11 | -3
CCN1[C@H](C(=O)OC)[C@@H](CO)[C@@H]2Cn3c(ccc(-c4ccc(F)cc4)c3=O)[C@@H]21 | -3 | 2 | 5 | 1 | 0.0 | -2 | 1 | 5
C[C@@H]1CN([C@H](C)CO)C(=O)CCCn2nncc2CO[C@H]1CN(C)C(=O)Nc1ccnc(N2CCOCC2)c1 | 0&0 | -4&-1 | 9 | -1&-2 | 0.0&0.1 | -8&-4 | -3&-5 | -5&-3
CC(=O)c1ccc(S(=O)(=O)NC2CC(=O)N(c3cccc(F)c3)C2)cc1 (centres undefined) | . | -1 | -8 | 1 | 0.0 | 0 | 4 | 2
C[C@@H]1CN([C@@H](C)CO)C(=O)c2cc(C3=CCCCC3)cnc2O[C@H]1CN(C)C(=O)c1ccccn1 | -2 | 4 | 7 | -1 | 0.2 | -38 | -3 | -3
CC(C)CC#Cc1ccc2c(c1)O[C@@H](CN(C)Cc1cccc(F)c1)[C@@H](C)CN([C@H](C)CO)S2(=O)=O | 1 | -3 | -8 | -1 | 0.0 | . | -23 | 4
Cc1cc(=O)[nH]c(SCC(=O)Nc2ccccc2[N+](=O)[O-])n1 | 0 | -2 | -26 | -2 | 0.0 | 11 | 2 | -1
COc1ccc(NC(=S)N(CCN(C)C)Cc2cccs2)cc1 | -4 | 2 | . | 0 | 0.2 | 2 | -10 | 5
CC(C)NC(=O)Nc1ccc2c(c1)C(=O)N([C@H](C)CO)C[C@@H](C)[C@H](CN(C)S(=O)(=O)c1ccccc1)OCCCC[C@H](C)O2 | -2 | 1 | 6 | -3 | -0.2 | . | 1 | -72
CCC(=O)N1CC2(C1)[C@@H](c1ccccc1)[C@@H](CO)N2CC1CCOCC1 | . | 0 | 5 | -1 | 0.3 | . | 5 | 60
NC(=O)NC(=O)CSc1nc(C2CCCCC2)n(-c2ccccc2)n1 | . | -3 | 4 | 2 | 0.0 | . | . | -6
N#C/C(=C\c1c[nH]c2ccc(Br)cc12)c1ccccn1 | 1 | -2 | 0 | 3 | 0.1 | -1 | 0 | 4
N#C[C@@H]1[C@H](c2ccccc2-c2ccccc2F)[C@H](CO)N1C(=O)c1cccc(F)c1 | . | 2 | -6 | 2 | 0.0 | . | -12 | -2
CCn1c(CC(=O)Nc2ccc(F)cc2)nnc1SCC(=O)N1CCOCC1 | 1 | 0 | 0 | 1 | -0.1 | -1 | -6 | 3
CCC1CCCCN1CCCNC(=O)c1ccc2c(c1)N(Cc1ccc(F)cc1)C(=O)c1ccccc1S2=O (centres undefined) | 3 | 0 | -25 | 0 | 0.1 | -11 | 13 | -7
CC1CCCC(C)N1C(=O)COc1ccc(C(=O)Nc2ccccc2N2CCOCC2)cc1 (centres undefined) | . | -4 | -9 | 1 | 0.2 | -3 | 7 | -1
CC(C)NC(=O)N(C)C[C@H]1OCc2cn(nn2)CCCC(=O)N([C@H](C)CO)C[C@H]1C | . | . | 4 | . | -0.5 | 3 | -5 | .

Assay outcomes as filed in PubChem BioAssay.
